HT1080-NT tox: kills 2HG-producing HT-1080-NT fibrosarcoma cells. Potency, µM (titrated, usually from 46.1 µM), without a hit: at the highest dose activity, negative = less viability, actives largely listed as cytotoxic. hit rate 1.6% among 360,000. HT-1080-NT fibrosarcoma viability, CellTiter-Glo ATP luminescence, 48 h;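 further: NT is the 2HG producing partner of a matched IDH1 knockdown line; potency means the concentration at half of the fitted maximal effect; 0% = DMSO-treated cells and -100% = media-only wells without cells; nearly all actives have a fitted effect of over 55% in size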
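Compounds were tested in concentration-response format on HT-1080-NT cells for 48 hours at 37 degrees C. Cell viability came from CellTiter-Glo luminescence; curves were classified by r2, response magnitude and activity.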
KB-3-1 cytotox: kills parental KB-3-1 adenocarcinoma cells. KB-3-1 viability, CellTiter-Glo ATP luminescence, 72 h. Potency, µM (highest dose often 46.1 µM), for inactives: top-dose activity change, negative = cytotoxic, usual class: cytotoxic. hit rate 1.4% among 400,000. AID 1347075; further: potency means the concentration at half of the fitted maximal effect; on the % scale 0 is the no-effect control and ±100 the full control effect; nearly all actives have a fitted effect of over 60% in size
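Cytotoxicity measured as CellTiter-Glo luminescence after 72 h at 37 C. Compound titrations were pinned onto drug-naive KB-3-1 parental adenocarcinoma cells grown in DMEM with 10% FBS, and normalized data fitted to concentration-response curves.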
DRD3 antagonist: D3 dopamine receptor (human) antagonism; max response, negative = inhibition, %; AID 652054; D3R cells, DiscoveRx beta-arrestin luminescence, antagonist mode; stronger effect = lower value; hit rate 2.5% among 360,000; P35462; in the data active means max response below about -50%; inconclusive means no clear call, values can overlap the other calls; further: on the % scale 0 is the no-effect control and ±100 the full control effect; mostly tested at two doses, the higher about 12 µM
Target sequence (P35462 whole entry, looked up): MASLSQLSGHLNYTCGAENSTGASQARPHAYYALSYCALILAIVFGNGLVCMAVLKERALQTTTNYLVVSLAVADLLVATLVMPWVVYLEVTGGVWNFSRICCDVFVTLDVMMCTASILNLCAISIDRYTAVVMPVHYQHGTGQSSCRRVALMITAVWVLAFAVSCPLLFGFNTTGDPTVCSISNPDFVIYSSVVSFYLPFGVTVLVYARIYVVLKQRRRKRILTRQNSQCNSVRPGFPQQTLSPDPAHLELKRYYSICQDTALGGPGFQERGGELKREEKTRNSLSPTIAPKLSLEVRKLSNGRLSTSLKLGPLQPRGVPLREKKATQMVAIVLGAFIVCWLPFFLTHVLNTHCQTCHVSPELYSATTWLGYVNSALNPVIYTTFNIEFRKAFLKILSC
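Cells plated overnight at 1500 cells/well, then exposed to library compounds with dopamine controls for 90 minutes at 37 degrees C. DiscoveRx reagent added for 30–60 minutes at room temperature; luminescence read, quantitative HTS format.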
HT1080 IDH1KD tx: kills HT-1080 cells with IDH1 knockdown. HT-1080 IDH1 knockdown viability, ATP luminescence, 48 h. AID 686971. Potency, µM (top dose mostly 46.1 µM), for the others: at the top dose activity, negative = toxicity, most hits filed as cytotoxic. hit rate 2% among 360,000;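 further: potency means the concentration at half of the fitted maximal effect; 0% = DMSO wells and -100% = cell-free medium wells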
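After a 2 h attachment period, IDH1KD HT-1080 cells took pin-transferred compound for 48 h at 37 °C; ATP-based luminescence after 10 min room-temperature reagent incubation reported viability.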
GLP-1R agonist: activates the human GLP-1 receptor; P43220; HEK293 GLP-1R CRE-luciferase, luminescence, 4-6 h; cells express a hypersensitive GLP-1R form; Potency, µM (titrated, usually from 45.6 µM), without a hit: top-dose activation, hits mostly activators; hit rate 0.007% among 380,000; further: potency means the concentration at half of the fitted maximal effect; % of control where 0% means no effect
Target sequence (P43220 whole entry, looked up): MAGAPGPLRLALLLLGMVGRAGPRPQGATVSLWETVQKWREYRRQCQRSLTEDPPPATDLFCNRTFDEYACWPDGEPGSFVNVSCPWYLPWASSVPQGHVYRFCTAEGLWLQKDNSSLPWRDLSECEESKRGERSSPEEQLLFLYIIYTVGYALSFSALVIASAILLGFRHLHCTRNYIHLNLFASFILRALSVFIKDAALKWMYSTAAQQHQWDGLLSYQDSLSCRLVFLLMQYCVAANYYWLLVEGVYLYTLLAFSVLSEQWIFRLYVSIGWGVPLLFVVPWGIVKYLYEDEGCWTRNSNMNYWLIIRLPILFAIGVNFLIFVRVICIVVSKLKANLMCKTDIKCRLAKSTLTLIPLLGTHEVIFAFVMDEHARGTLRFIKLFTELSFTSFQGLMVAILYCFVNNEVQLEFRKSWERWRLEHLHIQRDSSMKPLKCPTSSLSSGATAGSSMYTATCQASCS
KB-V1 cytotox: KB-V1 MDR subline cytotoxicity; hit rate 3.4% among 400,000; KB-V1 MDR cells viability, CellTiter-Glo, 72 h; Potency, µM (highest dose often 46.1 µM), for inactives: top-dose activity change, negative = cytotoxicity, actives largely listed as cytotoxic; AID 1347076; further: potency means the concentration at half of the fitted maximal effect; on the % scale 0 is the no-effect control and ±100 the full control effect; nearly all actives have a fitted effect of over 60% in size
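Cytotoxicity toward P-gp-expressing KB-V1 cells was determined as loss of CellTiter-Glo luminescence after 72 h at 37 degrees C. Compounds were tested in quantitative HTS format across a concentration range, with curves fitted to normalized data.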
DRD3 agonist: D3 dopamine receptor (human) agonism | hit rate 0.58% among 410,000 | D3R DiscoveRx beta-arrestin cells, luminescence, 90 min | max activation, %; in the data active means max activation above about 30%; further: 0% is about no effect; mostly tested at two doses, the higher about 12 µM
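Cells at 1500/well, incubated overnight, then treated with pinned compounds (dopamine as control) for 90 min at 37 degrees C. DiscoveRx reagent added for 30 - 60 minutes at room temperature; luminescence read.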
IL1B secr inh: blocks inflammasome-driven IL-1 beta release. THP-1 LPS/ATP IL-1B secretion, AlphaLISA, 16 h; stronger effect = lower value. activity change, % at 57.5 µM. hit rate 4.7% among 360,000. AID 743279; in the data active means activity change below about -50%; inconclusive means mostly about -30% to -49%; further: on the % scale 0 is the no-effect control and ±100 the full control effect
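THP-1 cells pretreated 1 hr with compounds (up to 57.5 uM final), then stimulated with LPS (250 ng/mL final) plus ATP (1.25 mM final); secreted IL-1B measured by AlphaLISA after 16 hr, decreased signal indicating inhibition.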
SW480 rereplic: induces DNA re-replication in SW480 colon adenocarcinoma cells; SW480 DNA re-replication, Hoechst DNA content imaging, 48 h; Potency, µM (doses to about 46.1 µM), for inactives: at the top dose re-replication activation, actives largely listed as activators; hit rate 1.8% among 340,000; AID 624297; further: potency means the concentration at half of the fitted maximal effect; % of control where 0% means no effect; nearly all actives have a fitted effect of over 55% in size
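SW480 cells exposed to compounds for 48 hr at 37 C, 5% CO2, then Hoechst-stained 40 min. Nuclear DNA content imaged by fluorescence scanning (405 nm excitation, 500-530 nm emission); re-replication scored as increased high-intensity nuclei.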
Starred values were filed as active, the others as inactive; u = inconclusive; x = no result given; [ ] = remark or other dose. Unless noted, the call rests on the fitted dose curve; in most records, active means well fitted curve in the direction sought with a large enough effect; inconclusive means small, poorly fitted or top-dose-only effect, or another doubt; inactive means no such curve, though single readings can be large; an effect the other way counts as inactive or inconclusive.

SMILES | HT1080-NT tox | KB-3-1 cytotox | DRD3 antagonist | HT1080 IDH1KD tx | GLP-1R agonist | KB-V1 cytotox | DRD3 agonist | IL1B secr inh | SW480 rereplic
Cc1cc(C)cc(N(CC(=O)NC(C)(C)C)C(=O)CNC(=O)c2cccs2)c1 | -2% | -2% | 6 | 7% | 16% | 0% | 4 | -18 | 0%
CCOc1ccccc1C(=O)NCC(=O)Nc1ccc(-c2ccccc2)cc1 | 0% | -1% | 11 | -11% | -3% | 1% | -23 | 30 | -1%
O=C(Nc1cc(Cl)ccc1Cl)c1noc2c1CCCC2 | 11% | 5% | 26 | 15% | -2% | 1% | 0 | 0 | -6%
O=C(CC1CCCC1)NCCc1cn2ccccc2n1 | -2% | 26% | 8 | 12% | 2% | -5% | -1 | -4 | -9%
O=C1c2ccccc2-c2c1cccc2C(=O)N1CCCCC1 | 8% | 10% | 11 | 2% | 1% | 1% | -3 | 5 | -2%
Cc1ccc(C)c(Cn2c3ccccc3c3cnn(CC(=O)NCCCN4CCCCC4)c(=O)c32)c1 | u | -10% | -25 | u | 17% | -16% | -5 | u | 23%
O=C(Nc1ccc2nc(-c3cccnc3)[nH]c2c1)C12CC3CC(CC(C3)C1)C2 | 13µM* | 11µM* | 9 | 18µM* | 10% | u | -2 | 115 | -6%[9.22 µM]
Cc1noc(C)c1S(=O)(=O)Nc1ccc2c(c1)CC(=O)N([C@H](C)CO)C[C@H](C)[C@@H](CN(C)CC1CC1)O2 | 3% | 0% | u | 4% | -2% | 0% | -4 | -2 | 0%
CCc1ccccc1NC(=O)CNC(=O)CCc1nc2sc3c(c2c(=O)[nH]1)CCCC3 | -3% | 1% | -7 | 2% | 1% | 6% | -1 | 17 | 0%
COCCOC(=O)C1=C(C)NC(=O)NC1c1cccc2ccccc12 (stereo not given) | 3% | 2% | 1 | 3% | -3% | -5% | 1 | -11 | -10%
COC(=O)c1ccc2c(c1)NC(=O)c1ccccc1S2 | 0% | -9% | 1 | -7% | 4% | 2% | 6 | 48 | -23%
COC(=O)c1c(NC(=S)Nc2cc(OC)c(Cl)cc2OC)sc2c1CCCCC2 | -8% | -15% | 21 | 16% | -34% | 21µM* | 2 | 38 | -2%
CCOC(=O)CNC(=O)C(Cc1ccccc1)NS(=O)(=O)c1ccc2c(c1)CCC(=O)N2 (stereo not given) | 0%[9.24 µM] | 5% | 8 | 4% | -6% | 13% | -2 | 23 | -8%
O=C(Nc1ccccc1)c1cccc(S(=O)(=O)NC2CCCC2)c1 | -1% | -20% | -7 | -1% | -4% | -8% | -9 | -3 | 1%
COc1ccc(Cl)cc1NC(=O)c1cc(-c2cc(C)ccc2O)n[nH]1 | 17% | 16% | -10 | 1% | 5% | 0% | -1 | -11 | -11%
O=C(NCc1ccncc1)C(=O)NCC1OCCN1S(=O)(=O)c1cc(F)ccc1F (stereo not given) | 1% | 2% | -3 | 7% | 0% | 0% | -2 | 2 | -1%
O=C(COC(=O)C1CC2C=CC1C2)Nc1cccc(S(=O)(=O)N2CCCCC2)c1 (stereo not given) | -14% | 6% | 7 | -16% | 7% | 21% | 31* | -6 | -3%
Cc1cc(C)cc(N2C(=O)CSC2c2ccccn2)c1 (stereo not given) | 4% | 0% | 8 | 3% | 0% | u | 2 | 29 | 1%
O=C(CCc1c[nH]c2ccccc12)NCC1COc2ccccc2O1 (stereo not given) | 1% | 2% | 9 | 0% | 7% | -4% | 1 | 0 | 2%
O=C(Nc1nc(-c2ccncc2)cs1)C1COc2ccccc2O1 (stereo not given) | -23% | u | 8 | u | 11% | 0% | -1 | u | u
O=C(Nc1ccc(C(=O)O)cc1)/C(=C\c1ccco1)NC(=O)c1ccccc1Cl | 2% | -10% | 1 | 8% | -1% | -3% | -5 | 1 | -14%
O=C(CSc1ccccn1)N/N=C/c1c[nH]c2ccccc12 | -19% | -23% | 12 | -1% | 2% | -2% | 4 | 30 | -3%
O=C(CSc1ccc2c(c1)OCCO2)NC(=O)NC1CCCC1 | -12% | 0% | 11 | -13% | 0% | u | -6 | 22 | -6%
CN(CC(=O)Nc1cccc(F)c1)C(=O)c1ccc(COc2ccccc2)cc1 | 26µM* | u | -18 | -21% | 10% | u | -5 | u | u
Cc1cc(NC(=O)c2ccc(Cl)cc2)ccc1NC(=O)c1ccccc1Cl | 3% | 1% | 0 | -1% | 3% | -15% | -5 | -21 | -57%
O=C(NCc1ccco1)C1CCN(C(=O)c2cc3sccc3n2Cc2ccc(Cl)cc2)CC1 | x | u | 8 | x | 2% | u | 1 | -87* | u
Cc1ccccc1-n1nnnc1SCC(=O)c1c(N)n(C)c(=O)n(C)c1=O | -2% | -14% | 20 | 8% | 2% | 2% | 3 | 4 | -1%
Cc1ccc(CNC(=O)CCC2CCCN(C(=O)c3ccc4c(c3)OCO4)C2)o1 (stereo not given) | 5% | -6% | 5 | -2% | 6% | -12% | -5 | 24 | -5%
Nc1nc(CN2CCN(c3ccccc3F)CC2)nc(Nc2ccc3c(c2)OCCO3)n1 | -4% | u | u | -19% | 0% | 9.2µM* | -22 | 12 | 40%
CCOC(=O)c1c(NC(=O)C(C)Sc2cn(CCNC(=O)c3ccc(OC)c(OC)c3)c3ccccc23)sc2c1CCC2 (stereo not given) | x | -13% | x | x | 0% | -10% | -16 | x | x
COc1ccc(S(=O)(=O)N2CCC(NC(=O)c3cccnc3)CC2)cc1 | 5% | 5% | -5 | -3% | 5% | 14% | -2 | -13 | -10%
COc1ccc(OC)c(/C=C/C(=O)N2CCN(S(=O)(=O)c3cc(C)ccc3C)CC2)c1 | -6% | -8% | 18 | 1% | -4% | -10% | 4 | u | 93%
CC(/C=N/NC(=O)Cn1cnc2c1c(=O)n(C)c(=O)n2C)=C\c1ccccc1 | 9% | 8% | 29 | 21% | -3% | 0% | 2 | 2 | 1%
CC(C)(C)NC(=O)C(=O)NNC(=O)c1cccc(F)c1 | -24% | 8% | -8 | u | 0% | -9% | -11 | u | 6%
COCCn1c(SCc2nc3scc(-c4ccc(Cl)cc4)c3c(=O)[nH]2)nnc1-c1cccc(C)c1 | -28% | 21µM* | 2 | -6% | -2% | 5.2µM* | 2 | -16 | u
[2H]C([2H])(CCOS(N)(=O)=O)c1ccccc1 | 8% | 0% | 1 | 14% | 1% | u | -3 | 24 | 3%[9.22 µM]
c1ccc2c(c1)-c1ccccc1C2N1CCOCC1 | -13% | -4% | -3 | -5% | 6% | -7% | 4 | 12 | -5%
CC(C)CC1C(=O)N(Cc2cn(CCC3OCCCO3)nn2)CCS(=O)(=O)N1Cc1ccc(-c2ccccc2)cc1 (stereo not given) | 1% | -2% | u | -1% | 3% | 9% | -5 | 17 | x
Nn1c(Cc2ccccc2F)nnc1SCC(=O)Nc1cccc(S(=O)(=O)NC2=NCCCCC2)c1 | 6% | 16% | -22 | 13% | -6% | u | -21 | 0 | u
CCOC(=O)c1ccc2c(c1)N(CC(=O)N1CCCCC1)C(=O)C(C)(C)O2 | 0% | 15% | 21 | 4% | -1% | u | 2 | 45 | -12%
COc1ccc(/C=C2\CCC(C3CCCC3)C2=O)c(OC)c1OC (stereo not given) | -5% | 0% | u | 2% | 1% | -13% | 9 | -8 | u
c1ccc2c(c1)CC1(CCCC1)N=C2N1CCOCC1 | 0% | -6% | -2 | 4% | 4% | 4% | -2 | -7 | -8%
Fc1cccc(CSc2nnc3ccc(-c4ccncc4)nn23)c1 | -2% | -15% | 15 | -14% | 21% | -20% | -6 | -28 | u
CC(CNS(=O)(=O)c1ccccc1)(c1ccccc1)N1CCOCC1 (stereo not given) | 18% | 1% | 0 | 11% | 9% | -1% | 1 | 0 | -11%
Cc1cc(=S)cc(C)n1CCO | 1% | 30% | 3 | -12% | 0% | u | 8 | 18 | -319%[inhibitor]

Compounds listed so far that have a furan ring, fused or not:
SMILES | HT1080-NT tox | KB-3-1 cytotox | DRD3 antagonist | HT1080 IDH1KD tx | GLP-1R agonist | KB-V1 cytotox | DRD3 agonist | IL1B secr inh | SW480 rereplic
O=C(Nc1ccc(C(=O)O)cc1)/C(=C\c1ccco1)NC(=O)c1ccccc1Cl | 2% | -10% | 1 | 8% | -1% | -3% | -5 | 1 | -14%
O=C(NCc1ccco1)C1CCN(C(=O)c2cc3sccc3n2Cc2ccc(Cl)cc2)CC1 | x | u | 8 | x | 2% | u | 1 | -87* | u
Cc1ccc(CNC(=O)CCC2CCCN(C(=O)c3ccc4c(c3)OCO4)C2)o1 (stereo not given) | 5% | -6% | 5 | -2% | 6% | -12% | -5 | 24 | -5%

(more compounds)
SMILES | HT1080-NT tox | KB-3-1 cytotox | DRD3 antagonist | HT1080 IDH1KD tx | GLP-1R agonist | KB-V1 cytotox | DRD3 agonist | IL1B secr inh | SW480 rereplic
Cc1ccc(-c2noc(C3CCCN(C(=O)c4ccccc4Br)C3)n2)cc1 (stereo not given) | -28% | u | -3 | u | 21% | 18µM* | 5 | 5 | -4%
COc1ccccc1/C=C/CN1CC(C)OC(C)C1 (stereo not given) | 6% | -1% | u | -3% | -1% | 15% | -32 | -15 | -4%
CC(OC(=O)c1cc2ccccc2[nH]1)C(=O)N(C)c1ccccc1 (stereo not given) | -14% | -3% | 10 | -2% | 6% | -23% | -1 | -6 | 4%
COc1cccc2c1OC[C@@H](CO)[C@H]2N(C)C(=O)Nc1ccc(Cl)cc1Cl | 0% | 23µM* | 10 | -15% | -1% | 3.3µM* | 2 | 23 | -4%
CN(C(=O)CCc1nnc(CCCCc2ccccc2)o1)C1CCOCC1 | 9% | 0% | -13 | 2% | -5% | 5% | 2 | 13 | -2%
COc1cc(CN(C2CCCCC2)S(=O)(=O)c2ccc(S(=O)(=O)N(C)C3CCCCC3)cc2)cc(OC)c1OC | 10% | 4% | -3 | 12% | -4% | 0% | 3 | 1 | 4%
CN(CC(=O)O/N=C(\N)c1ccc([N+](=O)[O-])cc1)S(=O)(=O)c1ccc2ccccc2c1 | -3% | 8% | 39 | 6% | -12% | -6% | 30 | 22 | -12%
